Screening data from PubChem BioAssay.
FBW7 act: FBW7 E3 ligase activators, primary screen, biochemical, AlphaScreen, human; F-box/WD repeat-containing protein 7 (Homo sapiens), Q969H0; AlphaScreen FBW7–phospho-cyclin E peptide binding, activator screen; normalized activity (activation), % at 26.1 µM; 0.13% of 650,000 active; in the data active = normalized activity above about 1.9%;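 note: purified mutant Fbw7 with reduced substrate affinity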
MITF inh: MITF inhibitors, primary screen, biochemical, AlphaScreen, human. AlphaScreen MITF homodimerization, bead proximity signal. 0.91% of 650,000 active. Microphthalmia-associated transcription factor (Homo sapiens), O75030. inhibition, % at 2.6 µM; in the data active = inhibition above about 50%;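 note: 0% = vehicle wells with protein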
Target sequence (O75030 whole entry, looked up): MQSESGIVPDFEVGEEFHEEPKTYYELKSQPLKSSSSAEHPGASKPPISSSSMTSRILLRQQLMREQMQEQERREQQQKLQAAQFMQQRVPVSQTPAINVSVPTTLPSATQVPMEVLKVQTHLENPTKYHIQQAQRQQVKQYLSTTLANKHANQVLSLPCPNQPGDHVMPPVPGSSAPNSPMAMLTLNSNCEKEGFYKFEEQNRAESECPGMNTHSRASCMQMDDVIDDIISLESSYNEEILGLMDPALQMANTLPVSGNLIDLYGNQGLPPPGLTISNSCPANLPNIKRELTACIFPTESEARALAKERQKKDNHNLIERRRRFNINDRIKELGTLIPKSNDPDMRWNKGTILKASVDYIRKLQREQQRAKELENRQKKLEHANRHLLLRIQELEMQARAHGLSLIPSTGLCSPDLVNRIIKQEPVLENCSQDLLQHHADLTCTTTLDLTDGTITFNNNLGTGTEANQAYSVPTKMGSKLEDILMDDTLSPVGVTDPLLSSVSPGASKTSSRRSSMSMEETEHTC
GPR151 activ: activators of human GPR151, primary screen, cell-based, PathHunter beta-arrestin, luminescence. G-protein coupled receptor 151 (Homo sapiens), Q8TDV0. PathHunter beta-arrestin GPR151 cells. activation, % at 11.2 µM. 1% of 650,000 active. AID 1508602, 2020; in the data active = activation above about 4.9%;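 note: 0% = median of compound wells and 100% = cells with positive control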
Target sequence (Q8TDV0 whole entry, looked up): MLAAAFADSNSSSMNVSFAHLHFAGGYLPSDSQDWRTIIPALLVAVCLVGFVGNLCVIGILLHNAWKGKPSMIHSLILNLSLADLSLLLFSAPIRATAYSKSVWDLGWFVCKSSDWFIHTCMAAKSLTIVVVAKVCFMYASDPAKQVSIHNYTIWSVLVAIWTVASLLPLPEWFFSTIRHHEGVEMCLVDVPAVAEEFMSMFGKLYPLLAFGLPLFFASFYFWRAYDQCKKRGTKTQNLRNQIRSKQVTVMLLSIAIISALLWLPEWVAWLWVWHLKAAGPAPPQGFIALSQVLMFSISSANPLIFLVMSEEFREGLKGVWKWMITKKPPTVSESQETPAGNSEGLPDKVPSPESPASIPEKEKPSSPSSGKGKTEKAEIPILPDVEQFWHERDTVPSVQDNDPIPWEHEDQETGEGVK
TEAD-YAP block: TEAD-YAP interaction inhibition, primary screen, TEAD-YAP interaction inhibitor project, luminescence, HEK-TIYL cells; TEAD-Gal4/YAP UAS-luciferase luminescence; inhibition, % at 9.12 µM; 1.4% of 640,000 active; in the data active = inhibition above about 32%;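 note: 0% = median of test compound wells and 100% = reference inhibitor wells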
Numbers without * were called inactive; / = no result given. The order is random; 3.4% or so of the library scored in one or more.

1	COc1cc(NC(=O)c2sc3nc(C)nc(N4CCCCC4)c3c2C)cc(OC)c1OC
2	COc1ccccc1C(=O)NCC(=O)N/N=C/c1ccccc1[N+](=O)[O-]
3	CCOc1ccc(-c2cn3c(CC(=O)NCc4ccccn4)csc3n2)cc1
4	Cc1nc(N2CCC(C(N)=O)(N3CCCCC3)CC2)c2c3c(sc2n1)CCCC3
5	COc1ccc(/C=N/Nc2nc(N)cc(Cl)n2)cc1OC
6	COc1ccc2c(c1)CC(C(=O)Nc1ccc(-c3ccnc(N)n3)cc1OCC(=O)O)CO2 (stereo unspecified)
Compound	1	2	3	4	5	6
FBW7 act	-0.1	-0.1	0.0	0.3	-0.1	1.0
MITF inh	8	-6	0	14	-5	27
GPR151 activ	0.1	-0.3	0.9	-1.2	-0.8	0.1
TEAD-YAP block	-1	1	-10	12	-26	5

7	CCn1c(NC(C)=O)c(-c2ccc(OC)cc2)c(=O)c2ccccc21
8	N#CCOc1ccccc1/C=N/n1nnnc1N
9	O=C(CCC1(Cc2ccc3c(c2)OCO3)CCC(=O)N1)NCCCc1cccnc1 (stereo unspecified)
10	CCOc1ccc(N2C(=O)CCC2=O)cc1
11	COc1cc(C2C(C#N)=C(N)Oc3n[nH]c(C45CC6CC(CC(C6)C4)C5)c32)ccc1O (stereo unspecified)
12	O=C1CCC(C(=O)OCc2ccc(F)cc2Cl)=NN1
Compound	7	8	9	10	11	12
FBW7 act	0.4	1.9*	-0.1	0.4	0.0	0.1
MITF inh	-15	9	-14	-23	-3	-8
GPR151 activ	-0.3	1.2	-0.9	-0.7	0.0	-0.3
TEAD-YAP block	0	11	-5	2	-9	-7

13	CCOc1cccc2c1OC(c1cccc(Cl)c1)N1N=C(c3ccco3)CC21 (stereo unspecified)
14	CCC(C)C(NC(=O)c1ccccc1NC(=O)c1ccccc1)C(=O)N1CCOCC1 (stereo unspecified)
15	COc1cc2[nH]c(=O)c(C(=O)NCCN3CCNCC3)c(O)c2cc1OC
16	O=C1CC(c2ccc(F)c(Br)c2)c2cc(Br)c3ccccc3c2N1 (stereo unspecified)
17	COC(=O)C(C)n1c(=O)c2c(nc3n(-c4cccc(C)c4)c(C)c(C)n23)n(C)c1=O (stereo unspecified)
18	CC1CCN(C(=O)CSc2nnc(-c3ccco3)o2)CC1
Compound	13	14	15	16	17	18
FBW7 act	-0.1	-0.1	-0.3	0.0	0.2	-0.1
MITF inh	12	6	1	-6	-5	0
GPR151 activ	0.4	9.8*	-0.2	-1.1	0.1	0.3
TEAD-YAP block	-42	-7	0	-5	-5	-14

Among those listed so far, these contain a Cl atom:
5	COc1ccc(/C=N/Nc2nc(N)cc(Cl)n2)cc1OC
12	O=C1CCC(C(=O)OCc2ccc(F)cc2Cl)=NN1
13	CCOc1cccc2c1OC(c1cccc(Cl)c1)N1N=C(c3ccco3)CC21 (stereo unspecified)
Compound	5	12	13
FBW7 act	-0.1	0.1	-0.1
MITF inh	-5	-8	12
GPR151 activ	-0.8	-0.3	0.4
TEAD-YAP block	-26	-7	-42

(further entries)
19	O=C(Nc1ccccc1Br)/C(=C/c1cccc([N+](=O)[O-])c1)NC(=O)c1ccc(F)cc1Cl
20	COc1ccc(-c2csc(Nc3ccccc3)n2)cc1F
21	COc1ccc(NC(=O)/C=C/c2ccco2)c(OC)c1
22	COC(=O)c1ccc(NCC(O)Cn2nnnc2-c2ccccc2)cc1 (stereo unspecified)
23	COC(=O)c1ccc(COC(=O)c2cccc(S(=O)(=O)N3CCCCCC3)c2)o1
24	CCCn1c(=S)[nH]c2cc(C(=O)N3CCc4ccccc43)ccc2c1=O
Compound	19	20	21	22	23	24
FBW7 act	0.0	0.0	0.6	0.4	-0.1	0.0
MITF inh	10	7	15	-7	-1	0
GPR151 activ	0.5	6.5*	-3.2	-0.1	-0.7	-0.8
TEAD-YAP block	10	-68	-51	4	-1	9

25	C=CCN1CCN(C(C)=O)C(C(=O)N2CCCC2)C1 (stereo unspecified)
26	Cc1cc(C(=O)N2CCC(CO)(Cc3cccc(C(F)(F)F)c3)CC2)n[nH]1
27	CCOc1ccc(-n2ccnc(SCC(=O)c3ccc(OC)cc3)c2=O)cc1
28	COc1ccc(NC(=O)c2cc3nc(-c4ccc(C)cc4)cc(C(F)(F)F)n3n2)cc1OC
29	NC(=O)c1ccc(NC(=O)/C(Cl)=C/c2ccccc2)cc1
30	O=C(NCc1ccccc1Cl)C(=O)NCc1ccccc1Cl
Compound	25	26	27	28	29	30
FBW7 act	0.0	-0.1	-0.3	0.0	-0.1	0.0
MITF inh	2	0	7	-9	8	-2
GPR151 activ	-0.3	0.0	-1.5	0.0	-1.1	0.0
TEAD-YAP block	-4	-2	-15	-3	-24	0

31	CN(C)C(=O)c1ccc(N2CCC(NCC3(N4CCOCC4)CCCCCC3)CC2)cc1
32	COc1ccc(Nc2c(-c3c[nH]c4ccccc34)nc3cnccn23)cc1
33	CC(=O)C(C)Sc1nc2ccccc2c(=O)n1-c1ccccc1 (stereo unspecified)
34	O=C(/C=C/c1ccc([N+](=O)[O-])cc1)NCCSCc1ccccc1
35	CC1(C)CC(=O)c2cc(C(=O)Nc3ccc4c(c3)C(=O)NC4=O)c(=O)n(-c3ccccc3)c2C1
36	CCOC(=O)c1c(NC(=O)CSc2nnc(CNC(=O)c3ccc(OC)c(OC)c3)n2CCc2ccccc2)sc2c1CCC2
Compound	31	32	33	34	35	36
FBW7 act	0.0	-0.1	-0.1	-0.3	0.3	0.1
MITF inh	5	-2	10	13	18	5
GPR151 activ	0.1	0.3	2.1	-0.6	0.3	-0.1
TEAD-YAP block	8	-8	3	2	19	-8

37	CCCOc1cccc2c1CCN(Cc1ccccc1)C2=O
38	COC(=O)c1nc2n(n1)C(c1ccc(F)cc1)C(C(=O)Nc1ccc(C)cc1C)=C(C)N2 (stereo unspecified)
39	COc1ccc(S(=O)(=O)Nc2ccc(-c3ccccc3)cc2)cc1
40	COc1cccc2c1NC(c1ccc([N+](=O)[O-])cc1)C1CC=CC21 (stereo unspecified)
41	CS(=O)(=O)Nc1ccc(Cl)cn1
42	O=C(Nc1cccc(F)c1)c1cc(S(=O)(=O)N2CCC3(CC2)OCCO3)ccc1F
Compound	37	38	39	40	41	42
FBW7 act	0.7	-0.1	0.4	-0.1	-0.1	-0.1
MITF inh	15	2	4	0	4	6
GPR151 activ	0.3	3.7	2.3	0.2	1.5	0.1
TEAD-YAP block	-2	-1	3	-2	5	-4

43	CCCCNC(=O)CNC(=O)CNS(=O)(=O)c1ccc(C)cc1
44	COc1ccc(N2CCN(C(=O)c3ccc4c(c3)NC(=O)C(CS(=O)(=O)Cc3cc(C)ccc3C)N4)CC2)cc1 (stereo unspecified)
45	O=C(COc1ccc(/C=C\c2[nH]c(=O)[nH]c(=O)c2[N+](=O)[O-])cc1)N1CCOCC1
46	CN(Cc1cccc(C(=O)NCCCCCCCNS(=O)(=O)c2cccc3c(N(C)C)cccc23)c1)C(=O)Nc1ccc(-c2cn[nH]c2)cc1
47	COCCNc1c(-c2ccc(O)c(OC)c2)nc2cnccn12
48	COC(=O)CN1C(=O)C2(C(C#N)=C(N)Oc3n[nH]c(-c4ccc5c(c4)OCO5)c32)c2ccccc21 (stereo unspecified)
Compound	43	44	45	46	47	48
FBW7 act	-0.1	-0.1	-0.2	1.1	0.1	-0.2
MITF inh	10	3	2	23	11	10
GPR151 activ	0.9	1.2	-0.4	2.2	-0.8	0.1
TEAD-YAP block	6	1	2	6	3	5

49	O=C(c1ccccc1Br)N1CCN(c2ccc([N+](=O)[O-])c(N3CCOCC3)c2)CC1
50	CCSc1nnnn1-c1c(C)cc(C)cc1C
51	O=C(N=C1N=C2C=CC(Cl)=CN2Cc2ccccc21)C1CC1
52	COc1ccc(/C=N/NC(=O)C(C)Nc2cccc(C)c2)c(OC)c1 (stereo unspecified)
53	O=[N+]([O-])c1ccc2nonc2c1Nc1cccc(O)c1
54	COc1ccc(C=C2C(=O)NC(=O)NC2=O)cc1I
Compound	49	50	51	52	53	54
FBW7 act	0.1	0.0	0.0	-0.1	-0.1	-0.5
MITF inh	-7	9	24	18	8	5
GPR151 activ	1.6	1.4	-4.2	1.3	2.0	-0.5
TEAD-YAP block	18	4	-34	20	-3	11

55	NC(=O)c1ccccc1NC(=O)c1cccc(S(=O)(=O)Nc2ccccc2)c1
56	Cc1cccc(C(=O)Nc2cccc(-c3nc4ccccc4s3)c2)c1
57	O=c1nc2s/c(=C\c3ccc(-c4ccc(F)cc4F)o3)c(=O)n2c2sc3c(c12)CCCC3
58	Cc1ccnc(NC(=O)CCC(=O)N(CC(=O)NCCc2ccccc2)C2CCCC2)c1
59	COc1cc(/C=N/NC(=O)CCNc2n[nH]c(=O)[nH]c2=O)ccc1OCc1ccccc1
60	CCN(CC)c1nc2c(c(=O)n(C)c(=O)n2C)n1CC
Compound	55	56	57	58	59	60
FBW7 act	0.3	-0.1	0.0	-0.1	0.2	-0.1
MITF inh	11	-7	9	-2	6	0
GPR151 activ	-1.8	0.2	5.0*	3.0	0.0	0.8
TEAD-YAP block	4	0	-3	-10	-5	1

61	Cc1noc(-c2ccc(NC(=O)COc3ccc(Cl)cc3Cl)cc2)n1
62	O=C(O)c1cc([N+](=O)[O-])ccc1C(=O)Nc1ccc(O)cc1
63	Cc1[nH]c(=S)c(C#N)c(C)c1CC(=O)c1ccccc1
64	CCOC(=O)c1sc(NC(=O)CSc2nnc(CNC(=O)c3ccccc3F)n2-c2cccc(C)c2)c(C(=O)OCC)c1C
65	COc1cc(-c2nc3ccccc3c(=O)n2CC(=O)Nc2cccc(C(F)(F)F)c2)cc(OC)c1OC
66	CCOC(=O)/C(=C\c1ccc([N+](=O)[O-])o1)NC(=O)c1ccccc1
Compound	61	62	63	64	65	66
FBW7 act	0.0	0.0	0.4	-0.1	0.0	-0.1
MITF inh	-2	26	-5	3	1	5
GPR151 activ	1.4	-0.1	-0.4	-0.3	0.4	-1.1
TEAD-YAP block	11	7	10	-1	3	-3

67	CCCN(CCC)CCCNC(=O)CCCn1c2ccccc2c2cn[nH]c(=O)c21
68	O=C(c1nn2c(C(F)(F)F)cc(-c3ccco3)nc2c1Cl)N1CCCC1
69	Nc1cccnc1NNC(=O)c1ccccc1
70	CCc1ccc(OCCOCC(O)CN2CCN(C)CC2)cc1 (stereo unspecified)
71	COC(=O)c1nnn(CC(=O)Nc2cc(C(F)(F)F)ccc2Cl)c1C(=O)OC
72	Cc1nc2ccccc2c(=O)n1-c1ccc(Cl)c(NS(=O)(=O)c2ccc3c(c2)OCCO3)c1
Compound	67	68	69	70	71	72
FBW7 act	0.0	-0.2	0.2	0.1	0.1	0.0
MITF inh	-43	2	1	35	3	1
GPR151 activ	2.0	0.8	-0.7	-2.2	0.1	-0.2
TEAD-YAP block	-2	7	-64	-1	14	6

73	N#CCSc1nc(NCc2ccccc2)c2ccccc2n1
74	CC1(C)CC(=O)C2=C(C1)OC(N)=C(C#N)C2c1cccc(OC(=O)c2ccco2)c1 (stereo unspecified)
75	COc1cc(/C=N/S(=O)(=O)CCc2ccccc2)ccc1O
76	CCOc1ccc2c(c1)C(=NN)c1cc(OCC)ccc1-2
77	COC(=O)Cn1c2cc(OC)c(OC)cc2c2nc(=O)cc(C)n21
78	CC1(C)Nc2ccccc2C(=O)N1NS(C)(=O)=O
Compound	73	74	75	76	77	78
FBW7 act	-0.1	-0.1	-0.3	-0.3	-0.1	0.0
MITF inh	5	7	-1	8	9	-20
GPR151 activ	1.1	-0.1	1.7	1.7	8.8*	0.3
TEAD-YAP block	-3	1	-7	-32	7	-7

79	Cc1ccccc1Cn1c(C(=O)O)c(CNC(C)C)c2ccccc21
80	FC(F)(F)c1cccc(CNc2nc(Oc3ccccc3)nc3c2ncn3-c2ccsc2)c1
81	CCOC(=O)c1c(NC(=O)C(C)Sc2nnc(CNC(=O)c3ccc(OC)cc3)n2C)sc2c1CCCC2 (stereo unspecified)
82	COc1cccc(C2C(C(=O)Nc3cccnc3)=C(C)Nc3ncnn32)c1OC (stereo unspecified)
83	CC1CC(C)CN(C(=O)c2nn(C)c3c2CSc2ccccc2-3)C1 (stereo unspecified)
84	Cc1nc(C(C)NC2CCN(c3nc(C)c4cc(C)c(C)cc4n3)CC2)cs1 (stereo unspecified)
85	O=C(NCc1ccccc1)N(Cc1ccco1)Cc1cc2cc3c(cc2[nH]c1=O)OCCO3
86	COc1ccc(C(OCCN2CCC[C@H](C(=O)O)C2)(c2ccc(OC)cc2)c2ccc(OC)cc2)cc1
87	COC(=O)CN(c1ccc(C(C)C)cc1)S(C)(=O)=O
Compound	79	80	81	82	83	84	85	86	87
FBW7 act	0.2	0.0	0.5	-0.1	-0.2	0.2	0.1	0.3	0.1
MITF inh	6	-6	3	-4	2	17	12	8	-6
GPR151 activ	-1.7	0.6	0.6	0.9	-1.1	0.3	0.2	0.2	2.9
TEAD-YAP block	16	74*	4	2	4	-7	5	/	-11
